# Screening data (PubChem BioAssay)
# BLM helicase inh: qHTS Assay for Inhibitors of Bloom's syndrome helicase (BLM). RecQ-like DNA helicase BLM (Homo sapiens), P54132. recombinant BLM DNA unwinding, fluorescence dequenching. Potency, µM (titrated, usually from 56.1 µM), for inactives: at the highest dose activity change, negative = inhibition, hits mostly inhibitors. 350,000 compounds, 0.2% hits. AID 2528, 2010;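 note: potency is the fitted concentration of half-maximal effect; plate controls were vehicle for no effect and no enzyme for full effect; nearly all actives have a fitted effect of over 35% in size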
# Target sequence (P54132 whole entry, looked up): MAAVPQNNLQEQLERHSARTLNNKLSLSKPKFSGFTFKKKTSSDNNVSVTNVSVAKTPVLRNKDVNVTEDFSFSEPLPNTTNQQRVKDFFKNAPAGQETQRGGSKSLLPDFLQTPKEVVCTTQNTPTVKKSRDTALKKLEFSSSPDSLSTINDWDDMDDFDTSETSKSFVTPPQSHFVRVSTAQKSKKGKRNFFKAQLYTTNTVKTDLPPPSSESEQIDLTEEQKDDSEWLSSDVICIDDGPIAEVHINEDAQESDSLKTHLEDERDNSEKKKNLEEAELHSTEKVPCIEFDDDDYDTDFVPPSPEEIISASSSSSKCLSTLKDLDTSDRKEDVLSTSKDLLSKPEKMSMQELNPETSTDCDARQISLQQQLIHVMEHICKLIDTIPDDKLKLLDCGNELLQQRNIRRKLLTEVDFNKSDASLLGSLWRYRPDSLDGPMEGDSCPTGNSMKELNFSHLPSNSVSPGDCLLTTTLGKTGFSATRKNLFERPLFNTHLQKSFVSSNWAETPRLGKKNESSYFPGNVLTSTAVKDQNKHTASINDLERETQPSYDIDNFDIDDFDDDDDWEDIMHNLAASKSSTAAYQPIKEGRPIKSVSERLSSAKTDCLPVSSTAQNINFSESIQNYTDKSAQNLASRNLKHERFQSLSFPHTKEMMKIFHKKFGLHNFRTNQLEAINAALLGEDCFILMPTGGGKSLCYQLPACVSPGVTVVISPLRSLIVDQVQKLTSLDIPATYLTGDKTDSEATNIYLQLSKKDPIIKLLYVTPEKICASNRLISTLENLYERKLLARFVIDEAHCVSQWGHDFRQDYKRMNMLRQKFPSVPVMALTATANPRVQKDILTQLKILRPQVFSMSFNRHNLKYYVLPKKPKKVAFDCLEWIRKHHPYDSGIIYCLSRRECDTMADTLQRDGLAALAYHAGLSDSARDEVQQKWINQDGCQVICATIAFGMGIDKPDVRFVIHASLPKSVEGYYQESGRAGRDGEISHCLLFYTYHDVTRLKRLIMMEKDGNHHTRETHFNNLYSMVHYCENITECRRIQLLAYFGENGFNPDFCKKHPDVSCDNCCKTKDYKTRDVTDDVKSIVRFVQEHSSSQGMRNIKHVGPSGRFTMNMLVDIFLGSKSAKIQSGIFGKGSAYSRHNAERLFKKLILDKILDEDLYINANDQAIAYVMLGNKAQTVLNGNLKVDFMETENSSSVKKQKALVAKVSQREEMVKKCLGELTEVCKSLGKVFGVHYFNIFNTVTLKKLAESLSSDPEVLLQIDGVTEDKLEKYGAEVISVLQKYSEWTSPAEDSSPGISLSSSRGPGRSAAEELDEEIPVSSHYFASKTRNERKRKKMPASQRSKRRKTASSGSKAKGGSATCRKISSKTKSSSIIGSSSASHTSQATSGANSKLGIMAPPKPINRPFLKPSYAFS
# POLB inh: qHTS Assay for Inhibitors of DNA Polymerase Beta | AID 485314, 2010 | Potency, µM (series often up to 114 µM), inactives show at the top dose activity change, negative = inhibition, most hits filed as inhibitors | Pol beta primer extension/strand displacement, fluorescence kinetic | 340,000 compounds, 1.3% hits; note: potency is the fitted concentration of half-maximal effect; % is set by controls: 0 for no effect and ±100 for the full control effect
#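 Homogeneous kinetic assay of primer extension and strand displacement by 10 nM Pol beta, preincubated 15 min at room temperature with compound before 50 nM substrate (final) was added. Read at 0 and 10 min; four-parameter Hill fit.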
# Pol eta inh: qHTS for Inhibitors of Polymerase Eta. DNA polymerase eta (Homo sapiens), Q9Y253. recombinant Pol eta, fluorescent DNA replication assay. Potency, µM (doses to about 114 µM), inactives show top-dose activity change, negative = inhibition, most hits filed as inhibitors. 390,000 compounds, 1.2% hits. AID 588591, 2011; note: potency is the fitted concentration of half-maximal effect; % is set by controls: 0 for no effect and ±100 for the full control effect
#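 Fluorescent replication assay: 50 nM final substrate added after a 15 min room-temperature compound preincubation with 10 nM enzyme. Signal taken at 0 min and again at 10 min.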
# Pol kappa inh: qHTS for Inhibitors of Polymerase Kappa | DNA polymerase kappa (Homo sapiens), Q9UBT6 | purified Pol kappa, fluorescent DNA synthesis assay, 10 min | Potency, µM (series often up to 107 µM), for the others: top-dose activity, negative = inhibition, most hits filed as inhibitors | 400,000 compounds, 0.53% hits; note: potency is the fitted concentration of half-maximal effect; % is set by controls: 0 for no effect and ±100 for the full control effect
#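 Kinetic fluorescence readout at 0 and 10 min followed reaction start with substrate at 50 nM final. Beforehand, enzyme (10 nM Pol kappa) stood 15 min with compound at room temperature; buffer-only wells were negative controls.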
# LDHA block: qHTS assay for inhibitors of human lactate dehydrogenase. L-lactate dehydrogenase A chain (Homo sapiens), P00338. purified LDHA, NADH/diaphorase-resazurin fluorescence; active compounds read low. activity change, % (values are at about 110 or 230 µM). 480,000 compounds, 0.15% hits. AID 1347041, 2019; in the data active = activity change below about -30%; inconclusive = mostly about -25% to -30%;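 note: plate controls were DMSO wells for no effect and wells without enzyme for full effect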
#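 Resorufin fluorescence (ex540/em590), read at 0 and 20 min after diaphorase/resazurin addition, reports the NADH left after a 5 min room-temperature reaction of 2 nM human LDH5 with 0.06 mM NADH and 0.2 mM pyruvate.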
# Glioma ERSR ind: qHTS for Inducers of the Endoplasmic Reticulum Stress Response (ERSR) in Human Glioma: qHTS. U87-MG GRP78 promoter luciferase reporter, 16 h. Potency, µM, for the others: at the highest dose activation, hits mostly activators. 420,000 compounds, 0.02% hits; note: potency is the fitted concentration of half-maximal effect; series mostly up to about 76 µM; % of control where 0% means no effect; nearly all actives have a fitted effect of over 35% in size
#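 Stably transfected U87-MG glioma cells carrying a GRP78-based luciferase sensor; 16 h compound incubation. Luminescence end-point read 10 min after Bright-Glo addition at room temperature.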
# Apoferritin bind: qHTS Assay for Identification of Novel General Anesthetics | Ferritin light chain (Equus caballus), P02791 | apoferritin/1-aminoanthracene competitive binding, fluorescence | Potency, µM (titrated, usually from 77.5 µM), for inactives: at the highest dose activity change, negative = displacement, actives largely listed as inhibitors | 350,000 compounds, 0.074% hits; note: potency is the fitted concentration of half-maximal effect; % is set by controls: 0 for no effect and ±100 for the full control effect; nearly all actives have a fitted effect of over 20% in size
#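 Apoferritin-based anesthetic binding model; compound displacement of fluorescent 1-AMA measured as endpoint fluorescence after 10 minutes at room temperature, scaled to free-ligand and complex controls.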
# APE1 inh: qHTS Assay for Inhibitors of the Human Apurinic/apyrimidinic Endonuclease 1 (APE1). DNA repair nuclease/redox regulator APEX1 (Homo sapiens), P27695. recombinant APE1, TAMRA/BHQ-2 abasic DNA cleavage fluorescence. Potency, µM (series often up to 65.8 µM), for inactives: top-dose activity change, negative = inhibition, most hits filed as inhibitors. 350,000 compounds, 0.35% hits. AID 2517, 2012;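 note: potency is the fitted concentration of half-maximal effect; plate controls were vehicle for no effect and reference inhibitor for full effect; nearly all actives have a fitted effect of over 55% in size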
#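 Endonuclease cleavage of a quenched abasic-site DNA duplex (50 nM) by APE1 (0.75 nM) was tracked by TAMRA dequenching. Compounds were preincubated with enzyme 15 min at room temperature; data normalized to buffer-only and DMSO wells plus NSC13755 control.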
# Pol iota inh: qHTS for Inhibitors of Polymerase Iota; DNA polymerase iota (Homo sapiens), Q9UNA4; Pol iota fluorescent replication assay, 10 min; Potency, µM (doses to about 115 µM), for inactives: top-dose activity, negative = inhibition, usual class: inhibitors; 390,000 compounds, 1% hits; AID 588590, 2011; note: potency is the fitted concentration of half-maximal effect
#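 Fluorescent replication assay read twice, at 0 min and 10 min after adding 50 nM (final) substrate. Enzyme (10 nM) and compounds were first incubated 15 min at room temperature; enzyme-free buffer wells were negative controls.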
# * = called active by the depositor; u = inconclusive; x = no result given; & = joins results of further samples; [ ] = dose if it differs, or a comment. Unless noted, calls come from the whole dose curve; as a rule, active = well fitted curve in the direction sought with a large enough effect; inconclusive = small, poorly fitted or top-dose-only effect, or another doubt; inactive = no such curve, though single readings can be large; an effect the other way counts as inactive or inconclusive. An excerpt. The share of hits here may be higher or lower than overall.
SMILES,BLM helicase inh,POLB inh,Pol eta inh,Pol kappa inh,LDHA block,Glioma ERSR ind,Apoferritin bind,APE1 inh,Pol iota inh
COc1ccccc1N1CCN(C(=O)CCC(=O)N2CCN(c3ccccc3OC)CC2)CC1,-5%,12%,-7%,-9%,-5,-4%,-3%,-22%,u
C[N+](C)(CC#Cc1ccccc1)CC(=O)c1ccccc1,-6%,0%,-6%,-14%,2&-6,-5%,-3%,-2%,9%
CCn1nc(-c2ccccc2)c(-c2ccccc2)c(C(=O)Nc2ccc(NC(C)=O)cc2)c1=O,3%,-21%,-21%,1%,0,-1%,-16%,x,22%
COc1ccc2[nH]c(=O)c(CN(Cc3cccs3)C(=S)Nc3ccccc3)cc2c1,-5%,0%,x,x,x,x,-6%,6%,x
COc1ccc(CN2CCN(S(=O)(=O)c3ccc(C)cc3)CC2)cc1OC,x,x,-12%,-14%,-19,-3%,x,x,-12%[58.9 µM]
CCOc1ccc(-c2nc(CSCC(=O)NCCc3ccc(OCC)c(OCC)c3)c(C)o2)cc1,-4%,-9%,-22%,-15%[60.1 µM],3,-5%,1%,x,0%
CC1CCCN(c2nc3nonc3nc2Nc2ccccc2F)C1 (stereo unspecified),-2%,-3%,-9%,-3%,-1,-2%,-6%,5%,42%[activator]
Cc1c(Cl)cccc1NC(=O)c1cccnc1,-2%,22%,0%,-1%,-6,1%,-13%,0%,-2%
Cc1ccsc1C(=O)NNC(=O)CCN1CCN(c2ccccc2)CC1,x,x,4%,-7%,1,-2%,x,11%,19%
CC1CCN(CCNC(=O)CN(C)S(=O)(=O)c2cccc3nsnc23)CC1,-3%,11%,-8%,-4%,-11,-4%,-9%,-2%,3%
O=C(NC1CCCCC1)NS(=O)(=O)c1ccc2c(c1)CCC2,x,x,-20%,-7%,-2,-4%,x,x,-5%
COC(=O)c1cc(OC)nc2ccc(Br)cc12,-3%,0%,-4%,3%,-1,1%,-9%,-3%,16%
O=S(=O)(NC1c2cccc3cccc(c23)C1N1CCNCC1)c1ccccc1 (stereo unspecified),-1%,12%,-13%,-5%,-16,-7%,-12%,0%,30%
CCOC(=O)Oc1ccc2c(c1)C(C)=CC(C)(C)N2C(=O)OCC,-6%,u,-8%,-8%,0,2%,-14%,-4%,-12%
Cc1ccc(/C=N/NC(=O)CSc2nnc(-c3ccc(Cl)cc3)n2-c2ccccc2)o1,3%,-2%,-18%,-10%,-4,-4%,-6%,-6%,15%
Clc1cccc(Cl)c1/C=C/c1ccn[nH]1,-1%,-6%,-4%,-15%[60.1 µM],-1,5%,u,55%[activator],u
COc1cc(C2c3[nH]c4ccccc4c3C[C@@H]3C(=O)N(Cc4ccco4)CC(=O)N23)cc(OC)c1OC (stereo partly specified),-7%,2%,-21%,-19%,-4,-2%,-6%,-4%,114%[activator]
CC1CCC(NC(=O)c2ccc(NC(=O)CC3SC(N4CCCC4)=NC3=O)cc2)CC1 (stereo unspecified),x,x,-21%,1%,-2,5%,x,6%,26%
Cc1ccccc1CN(C)c1ccc(S(=O)(=O)N2CCN(C)CC2)cn1,x,x,-22%,-13%,-2,-5%,x,12%,18%
NC(=O)c1ccc(Oc2ccc(Cl)cc2)c([N+](=O)[O-])c1,-1%,2%,5%,-10%,-2,-1%,-7%,-3%,-21%
CCOC(=O)C(=CNc1ccccc1Cl)C(=O)OCC,-8%,10%,-9%,-23%,-8,-1%,0%,-5%,12%
Cc1c(C(=O)NCCN2CCOCC2)oc2ccccc12,1%,-6%,-13%,-1%,-5,-3%,-9%,-3%,-7%
O=[N+]([O-])c1ccc(Sc2cccc3cccnc23)cc1,-4%,14%,0%,-9%,-2,3%,u,1%,6%
CCOc1ccc2[nH]c(=O)c(CN(CCc3ccccc3)C(=O)N3CCOCC3)cc2c1,0%,9%,-3%,0%,1,-6%,-5%,-11%,27%
COc1ccc(S(=O)(=O)N2CCN=C2SCc2cccc(F)c2)cc1,-5%,-24%,-13%,-8%,-1,-7%,-3%,14%,13%

# Next section, starting with the last 3 of the part before.
SMILES,BLM helicase inh,POLB inh,Pol eta inh,Pol kappa inh,LDHA block,Glioma ERSR ind,Apoferritin bind,APE1 inh,Pol iota inh
O=[N+]([O-])c1ccc(Sc2cccc3cccnc23)cc1,-4%,14%,0%,-9%,-2,3%,u,1%,6%
CCOc1ccc2[nH]c(=O)c(CN(CCc3ccccc3)C(=O)N3CCOCC3)cc2c1,0%,9%,-3%,0%,1,-6%,-5%,-11%,27%
COc1ccc(S(=O)(=O)N2CCN=C2SCc2cccc(F)c2)cc1,-5%,-24%,-13%,-8%,-1,-7%,-3%,14%,13%
O=C(/C=C/c1ccccc1Cl)N(c1ccccn1)C1CCCCC1,1%,19%,-18%,-6%,-4,-2%,6%,23%,u
O=C(CNS(=O)(=O)c1ccc(Br)cc1)NC1CCCC1,-6%,-11%,-13%,-4%,1,-3%,-16%,55%[activator],-8%
CCc1ccc(NC(=O)CCN2C(=O)c3cccnc3C2=O)cc1,2%,27%,5%,-3%,1,-2%,-11%,-3%,13%
CCS(=O)(=O)N1Cc2ccccc2CC1C(=O)N(C)CC(=O)Nc1ccc(F)c(F)c1F (stereo unspecified),x,x,-4%,-8%,-15,-5%,x,5%,15%
COc1cccc(-c2cc(C(=O)Nc3ccc(OC)cc3OC)no2)c1,0%,19%,-9%,-8%,-10,-3%,5%,x,15%
S=C(NCCN1CCOCC1)N1CCN(c2cccc(Cl)c2)CC1,-2%,23%,1%,-20%,-21,1%,-7%,27%,62%
O=C(O)c1cc(N/C(=N\S(=O)(=O)c2ccc(F)cc2)c2ccccc2)ccc1O,x,x,-11%,-3%,-1,-5%,x,29%,-6%
O=C(COC(=O)c1ccc([N+](=O)[O-])cc1)Nc1cccnc1Cl,x,x,1%,-7%,-10,0%,x,x,13%
CCc1[nH]nc2c1C(c1cccc(OC(=O)N3CCOCC3)c1)C(C#N)=C(N)O2 (stereo unspecified),1%,0%,4%,-5%[60.1 µM],-1,1%,-6%,3%,10%
CCCCN(C)S(=O)(=O)c1ccc(C(=O)Nc2ccc(-c3nc4ccc(C)cc4s3)cc2)cc1,-7%,-5%,-18%,0%[60.1 µM],2,3%,7%,x,18%
COc1ccc(S(=O)(=O)N(C)c2ccc(C(=O)Nc3ccccc3C(=O)N3CCOCC3)cc2)cc1,-5%,16%,-12%,-4%,-10,-1%,-5%,-10%,16%
O=[N+]([O-])c1ccc(NCc2ccccc2N2CCC(CO)CC2)nc1,-3%,7%,-13%,0%,1,0%,-6%,-4%,-11%
Nn1c(Cc2ccccc2)nc2cc(Cl)ccc2c1=O,-12%,0%,-5%,-2%,-4,1%,u,-14%,19%
Cc1ccc(N(CC(=O)NCc2ccc(F)cc2)C(=O)c2snc(C(N)=O)c2N)cc1C,-2%,2%,2%,-5%,-5,-1%,28%,-6%,127%[activator]
CCC(Sc1nc2cc3c(cc2c(=O)n1Cc1ccco1)OCO3)C(=O)NCCOC (stereo unspecified),-4%,18%,-6%,-3%,0,0%,-6%,15%,3%
COc1ccc(OC)c(S(=O)(=O)Nc2c(NC3CCCCC3)c3ccccc3oc2=O)c1,-4%,0%,-13%,7%,1,1%,-16%,12%,-7%
O=C(COC(=O)Cc1c(Cl)cccc1Cl)Nc1ccc2[nH]c(=O)[nH]c2c1,x,x,1%,-13%,-5,-4%,x,-10%,55%[activator]
Cc1cccc(-c2noc(C3CC(=O)N(c4ccc5c(c4)OCCO5)C3)n2)c1 (stereo unspecified),-4%,-2%,-19%,0%,0,5%,0%,x,3%
O=C(O)/C=C/c1ccc(S(=O)(=O)Nc2cccnc2)cc1,3%,3%,2%,-6%,-8,-3%,-6%,6%,142%[activator]
Cc1ccc(S(=O)(=O)/C=C2\NC(=O)CS2)cc1,-2%,42%,-17%,-2%,-1,-2%,-10%,-3%,20%
O=C1CCCC/C1=C\Nc1ccc(Cl)cn1,2%,1%,-14%,-1%,4,6%,0%,1%,16%
CC(=O)c1ccc(NC(=O)C[n+]2ccc(N(C)C)cc2)cc1,1%,1%,-6%,7%,-6,-5%,-7%,34%,49%[activator]
COCCNC(=O)/C(C#N)=C/c1cccc(/C=C(\C#N)C(=O)NCCOC)c1,-9%,-1%,-10%,-7%,-8,u,-4%,-5%,116%[activator]
Cc1cccc(C(=O)OCc2cc(=O)n3nc(C4CCCCC4)sc3n2)c1,-1%,17%,-18%,7%,-2,1%,-8%,x,26%
Cc1cccc(N2CCN(C(=O)Cn3ncc4c3-c3cc(C)ccc3OC4)CC2C)c1 (stereo unspecified),-5%,-13%,-12%,-3%,3,-5%,-14%,x,13%
O=C(O)C(CCc1ccccc1)N1C(=O)c2ccccc2C1=O (stereo unspecified),x,x,-19%,-7%,-3,-1%,x,x,63%[activator]
Cn1nccc1C(=O)NCc1ccc2c(c1)CCN2C(=O)c1ccc(Cl)cc1,0%,5%,-4%,-9%[60.1 µM],-15,-3%,-12%,x,4%
Cc1ccc(S(=O)(=O)N2C(=O)CCC2C(=O)O/N=C(\N)c2cccc([N+](=O)[O-])c2)cc1 (stereo unspecified),-5%,17%,-17%,6%,-3,-3%,-13%,17%,33%[activator]
COc1ccc(CN(C)C(=O)Cn2cc(C)c(=O)[nH]c2=O)cc1OC,x,x,-17%,12%,-1,-3%,x,x,u
CN=C1N(C)C[C@@H]2[C@@H]3C(=O)N(C)C(=O)[C@@H]3[C@](C)(C(=O)OC)N12,x,x,-6%,13%,1,0%,x,24%,8%
